HTR5A inv ag: HTR5A inverse agonists in luminescence cell assay, primary screen, counter-screen for OPRM1-OPRD1 heterodimer inverse agonist project, full-deck HTS; 5-hydroxytryptamine receptor 5A (Homo sapiens), P47898; HTR5A cell line, inverse agonism; inhibition, % at 9.3 µM; actives 0.083% (n = 340,000); AID 504634, 2011; in the data active = inhibition mostly above about 23%, no sharp cut-off; inactive = mostly below about 18%;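 note: 0% = cells with DMSO and 100% = no-cell wells with DMSO; some compounds called inactive have numbers as strong as hits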
PKA-R1A activ: activators of PKA-R1A holoenzyme, primary screen, biochemical, fluorescence polarization, Cy5-IP20, bovine R1A, mouse PKAc | PKA-R1A dissociation; scaled: DMSO 0%, 113 µM cGMP 100% | activation, % at 11.4 µM | actives 0.083% (n = 340,000) | AID 504707, 2011;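 active = percent activation above the mean of all tested compounds plus 3 SD, cut at about 19% in these data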;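 note: higher means more PKAc released from R1A so a rise in polarization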
Ecoli viability: E. coli V3065 growth inhibition, primary screen, counter-screen for AddAB inhibitor project, absorbance, OD600. 18 h. inhibition, % at 11.9 µM. actives 0.27% (n = 330,000);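 active = inhibition above the campaign's mean inhibition across all tested compounds plus 3 SD, cut at about 9.9% in these data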;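 note: uninfected addAB+ strain grown without phage in ampicillin broth; 0% = DMSO wells and 100% = ciprofloxacin 0.95 µg/ml wells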
Mot1-301 SUMO: yeast Mot1-301 growth rescue at high temperature, primary screen, SUMOylation pathway inhibitor project, S. cerevisiae, ATP luminescence, 38.5C; S. cerevisiae Mot1-301 growth rescue; percent above DMSO median, 100 means doubled; growth rescue, % at 18.8 µM; actives 1% (n = 320,000); AID 2716, 2010;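 active = every valid replicate shows activation above 250% relative to neutral control wells; inactive = the rest, any valid replicate at or below 250%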;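 note: OY570 slx delta 5 strain wells were the positive control but not used for scaling; some compounds called inactive have numbers as strong as hits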
PfHsp90 set2: growth inhibition of PfHsp90-expressing yeast, primary screen, antimalarial PfHsp90 inhibitor project, S. cerevisiae, BacTiter-Glo luminescence, single point, set 2; BacTiter-Glo ATP, 48 h; yeast lacking PDR1 and PDR3 efflux regulators; inhibition, % at 9.4 µM; actives 0.32% (n = 310,000); AID 504621, 2011;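 active = every replicate shows inhibition above about 80%, whatever the replicate mean, limit read from the data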;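 note: 0% = DMSO neutral controls and 100% = 20 µM radicicol positive controls; yeast relying on Plasmodium falciparum Hsp90 in place of its own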
OPRM1-OPRD1 inv: inverse agonists of MOR-DOR heterodimerization, primary screen, cell-based, luminescence; Mu-type opioid receptor (Homo sapiens) + Delta-type opioid receptor (Homo sapiens), …; cell-based MOR-DOR heterodimer luminescence, inverse agonism; inhibition, % at 9.3 µM; actives 0.21% (n = 340,000); in the data active = inhibition above about 22%, passing the limit was not always enough;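 note: 0% = cells with DMSO and 100% = wells without cells with DMSO; values of inactives mirror those of a sister screen read the other way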
Target sequence (P35372 whole entry, looked up): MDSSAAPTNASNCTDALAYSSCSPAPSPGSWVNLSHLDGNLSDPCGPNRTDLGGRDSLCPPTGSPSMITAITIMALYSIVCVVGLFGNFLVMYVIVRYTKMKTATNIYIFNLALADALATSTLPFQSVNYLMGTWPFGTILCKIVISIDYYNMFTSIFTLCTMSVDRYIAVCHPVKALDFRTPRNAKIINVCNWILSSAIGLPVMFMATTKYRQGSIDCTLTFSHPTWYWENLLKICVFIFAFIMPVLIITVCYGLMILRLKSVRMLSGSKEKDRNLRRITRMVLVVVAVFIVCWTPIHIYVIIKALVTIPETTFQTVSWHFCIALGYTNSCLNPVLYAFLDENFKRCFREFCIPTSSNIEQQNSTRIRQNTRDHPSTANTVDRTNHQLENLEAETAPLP
Target sequence (P41143 whole entry, looked up): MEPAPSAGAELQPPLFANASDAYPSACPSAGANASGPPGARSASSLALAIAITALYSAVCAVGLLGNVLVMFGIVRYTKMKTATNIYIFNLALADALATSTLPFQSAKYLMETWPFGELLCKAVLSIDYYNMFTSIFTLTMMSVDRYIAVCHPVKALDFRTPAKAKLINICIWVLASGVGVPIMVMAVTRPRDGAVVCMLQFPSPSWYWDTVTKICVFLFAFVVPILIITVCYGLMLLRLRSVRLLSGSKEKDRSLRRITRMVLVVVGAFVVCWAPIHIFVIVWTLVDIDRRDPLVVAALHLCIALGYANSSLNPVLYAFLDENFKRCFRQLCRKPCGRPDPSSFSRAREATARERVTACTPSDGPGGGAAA
Tat export inh: E. coli Tat export inhibitors, primary screen, MC4100, TorA-mCherry reporter, fluorescence, single point | inhibition, % at 10 µM | actives 0.036% (n = 340,000) | AID 488895, 2010;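 active = mean replicate inhibition at least 50% and at least half of replicates individually reaching 50%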;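 note: exported cargo escapes ClpAP degradation while cytoplasmic cargo is degraded and loses fluorescence; 0% = median of neutral control wells and 100% = median of NaSCN control wells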
OPRM1-OPRD1 ag: agonists of OPRM1-OPRD1 heterodimerization, primary screen, cell-based, luminescence | Mu-type opioid receptor (Homo sapiens) + Delta-type opioid receptor (Homo sapiens), … | cells | activation, % at 9.3 µM | actives 0.3% (n = 340,000) | AID 504326, 2011; in the data active = activation above about 18%;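 note: 0% = vehicle-treated cells and 100% = reference agonist; values of inactives mirror those of a sister screen read the other way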
PKA-R2B activ: activators of PKA-R2B holoenzyme, primary screen, biochemical, fluorescence polarization, Cy5-IP20, human. actives 0.079% (n = 340,000). activation, % at 11.4 µM. cAMP-dependent protein kinase catalytic subunit beta (Homo sapiens) + cAMP-dependent …. AID 504700, 2011. PKA-R2B holoenzyme dissociation; R2B truncated from residue 108, S112A mutant; 0% DMSO only, 100% 113 µM cGMP;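 active = activation above a cutoff set at the mean over all compounds plus 3 SD, cut at about 18% in these data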;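 note: higher means more holoenzyme dissociation and a rise in polarization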
AddAB inh: growth inhibition of E. coli expressing H. pylori AddAB, primary screen, AddAB inhibitor project, absorbance. actives 0.29% (n = 330,000). inhibition, % at 11.9 µM; in the data active = inhibition above about 12%;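 note: 0% = vehicle wells of infected cells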
phage Ecoli inh: growth loss of phage-infected E. coli, primary screen, RecBCD inhibitor project, absorbance, with phage, HTS | inhibition, % at 11.9 µM | actives 0.26% (n = 360,000); in the data active = inhibition above about 11%
Starred values were filed as active, the others as inactive; x = not tested or not shown.

SMILES	HTR5A inv ag	PKA-R1A activ	Ecoli viability	Mot1-301 SUMO	PfHsp90 set2	OPRM1-OPRD1 inv	Tat export inh	OPRM1-OPRD1 ag	PKA-R2B activ	AddAB inh	phage Ecoli inh
Cc1ccc(C(c2nnnn2C(C)(C)C)N2CCC(C)CC2)cc1 (stereo not given)	1	2	0.2	5	x	-11	-4	1.8	-4	2.9	-0.8
O=C(N/N=C/c1ccco1)c1cc(-c2cccc(Br)c2)nc2ccccc12	-9	4	1.7	15	-12	-5	7	1.0	-2	-0.3	5.1
Nc1nnn(CC(=O)N/N=C/c2ccccc2Cl)n1	x	x	-0.1	-17	-2	x	-8	x	x	3.2	1.9
CCOC(=O)c1c(C)[nH]c2cc(Br)c(OC)cc12	6	-18	0.5	8	-39	-18	2	4.4	5	5.2	4.0
Cc1nn(-c2ccccc2)c(Cl)c1C(=O)NNC(=O)c1ccccc1O	0	-8	-2.5	-5	3	20	7	-5.4	-3	-2.0	3.9
COCCNC(=O)Cn1nc(C)c2ccccc2c1=O	11	4	-1.3	-9	-15	4	-9	-0.7	0	-0.1	1.0
CCN(CC)C(=O)c1sc2nc(-c3ccc(OC)cc3)cn2c1C	22	-5	1.4	-2	4	16	-1	-3.2	-10	0.7	1.6
CC1CCCCC12NC(=O)N(CC(=O)OCc1c(F)cccc1Cl)C2=O (stereo not given)	6	-2	1.1	6	-10	-3	8	0.6	-9	3.2	1.2
O=S(=O)(Nc1ccc(S(=O)(=O)N2CCCCCC2)cc1)c1cccs1	-6	-8	0.5	35	8	15	-5	-2.7	-7	1.5	1.0
COCCCNC(=O)CSC1=Nc2ccccc2C2=NC(CC(=O)NCc3ccccc3)C(=O)N12 (stereo not given)	-12	6	0.8	36	x	7	-10	-1.2	-7	-0.6	1.5
Cc1oc2c(C)c3oc(=O)c(CC(=O)N[C@@H](CC(C)C)C(=O)N[C@@H](Cc4ccccc4)C(=O)O)c(C)c3cc2c1C	7	4	-1.7	-8	-6	6	0	-1.2	-4	3.9	3.2
CC(C)(C)NC(=O)N1CCN(S(=O)(=O)c2ccc3c(c2)CCC3)CC1	0	-1	-0.5	30	10	5	10	-1.1	-8	0.4	4.2
COc1ccc(CCNC(=O)CC2COc3ccccc3O2)cc1OC (stereo not given)	18	3	0.2	34	7	14	3	-2.5	4	-3.4	1.8
c1ccc(-c2c[nH]c(-c3ccccc3)c2)cc1	-21	0	x	x	-55	-15	1	3.3	-7	x	2.3
Cc1cccc(NC(=O)CSCC(=O)N(C)Cc2c(F)cccc2Cl)c1	11	-9	-0.7	31	-16	4	0	-0.9	-3	3.8	1.6
COc1ccc(S(=O)(=O)N(CC(=O)NCc2ccco2)c2ccccc2)cc1	5	7	3.8	-13	19	7	-3	-1.3	1	6.3	3.1
COc1ccc(C(=O)Nn2c(SCC(=O)N3CCC(C)CC3)nc3ccccc3c2=O)cc1	17	-3	-0.8	110	27	12	-6	-2.4	8	4.5	3.0
Cc1nc2cc(NC(=O)c3ccc([N+](=O)[O-])s3)ccc2s1	-18	-3	5.0	15	-8	-161	-3	30*	-1	3.2	2.8
COc1ccc(S(=O)(=O)NCc2ccccn2)c(Cl)c1Cl	1	4	-0.6	-10	4	14	4	-3.4	0	1.8	0.9
O=C(CNC(=O)c1ccccc1)NC1(C(=O)NC2CCCCC2)CCCCC1	7	0	-0.1	2	11	8	-2	-1.8	10	-1.9	2.5
O=C(CCC(=O)N1CCOCC1)NCCc1ccccc1	-7	3	0.0	-10	0	21	0	-5.6	-4	-0.4	1.5
Cc1ccc(S(=O)(=O)Nc2cc(Cl)c(O)cc2C)cc1	2	11	0.6	-13	-8	-11	-8	2.1	-1	-0.5	2.3
Cn1c(SCC(=O)Nc2ccc(N3CCOCC3)cc2)nnc1C(F)(F)F	-4	-6	0.0	-6	7	10	9	-2.6	8	2.3	1.0
CS(=O)(=O)N(CC(=O)NCc1ccncc1)C1CCCCC1	-10	1	0.2	-20	8	6	-12	-1.1	4	3.9	2.5
CCC(=O)Oc1ccc2c(c1)OC1(OC(C)=O)OC(C)CC1=C2C (stereo not given)	-17	-8	-0.8	132	-5	-1	-2	0.2	-2	1.1	2.5
NC(=S)Cc1ccccc1Cl	12	16	0.3	10	-3	15	-3	-2.8	-4	2.2	3.2
COCCNC(=O)c1csc(Nc2cccc3ccccc23)n1	-17	0	-1.9	-9	10	-20	-2	4.1	3	-1.6	3.2
Cc1cc(O)c(NC(=O)c2cccc([N+](=O)[O-])c2)cc1C	-5	-7	5.3	8	-16	-11	-1	2.0	8	2.5	3.4
CC(C)N1C(=S)SC(C)(C)C1n1oc(=O)n(-c2cccc(Cl)c2)c1=O (stereo not given)	-49	5	3.1	x	23	-5	-1	1.1	4	3.2	4.1
O=C(c1ccc(-c2ccc([N+](=O)[O-])cc2)o1)N1CCCC(C(F)(F)F)C1 (stereo not given)	2	-7	-1.2	-10	x	-1	-4	0.2	-6	3.6	3.7
COc1ccc(NC(=O)C2CCC(CNC(=O)[C@@H]3Cc4ccccc4CN3)CC2)cc1 (stereo not given in full)	-13	-15	-2.6	14	7	19	3	-3.8	-4	3.8	5.0
CN(CCO)c1cc(NCCCN2CCC(Cc3ccccc3)CC2)c2nonc2c1[N+](=O)[O-]	5	-13	-0.8	8	6	5	-10	-1.1	2	0.5	3.2
O=c1oc(-c2cccs2)nc2sc3c(c12)CCC3	-16	1	-1.1	80	14	19	-24	-3.4	-2	0.9	-1.4
CCNS(=O)(=O)c1ccc(CCC(=O)NCc2ccncc2)cc1	4	12	0.3	-9	-2	20	18	-4.0	2	1.3	0.7
CCC(O)c1nc2ccccc2n1CCc1ccccc1 (stereo not given)	5	7	1.6	1	-3	11	-4	-2.2	-3	1.2	2.6
Cc1ccc(S(=O)(=O)N2C(=O)CCC2C(=O)Nn2cnnc2)cc1 (stereo not given)	-46	-7	0.7	15	17	10	5	-2.0	4	-0.5	0.7
COc1ccc(S(=O)(=O)Nc2ccc(C)c(S(=O)(=O)N3CCOCC3)c2)cc1[N+](=O)[O-]	2	2	x	x	-18	12	0	-2.4	-2	x	1.5
CCCN1CCN(S(=O)(=O)c2ccc3c(c2)NC(=O)C(C)C(=O)N3)CC1 (stereo not given)	-24	-12	-1.1	14	-11	2	-7	-0.4	-5	2.7	2.8
COc1ccc(COc2cccc(C=O)c2)cc1	23	-5	-0.7	-2	3	1	26	-0.2	-13	-0.3	0.5
CC(C)NC(=O)NC(=O)CSc1nnc(-c2ccccc2F)n1N	10	3	0.8	x	-10	9	7	-1.6	-7	1.9	-0.4
COc1ccc(N2C(=O)C3C(c4ccc(OC)cc4O)NC(Cc4ccccc4)(C(=O)O)C3C2=O)cc1 (stereo not given)	9	2	-0.1	-3	-1	10	-6	-2.0	6	-1.2	1.9
CC[C@H]1OC(=O)[C@H](C)[C@@H](O[C@H]2C[C@@](C)(OC)[C@@H](O)[C@H](C)O2)[C@H](C)[C@@H](O[C@@H]2O[C@H](C)C[C@H](N(C)C)[C@H]2O)[C@](C)(OC)C[C@@H](C)C(=O)[C@H](C)[C@@H](O)[C@]1(C)O	-2	-2	17*	7	-12	3	58*	-0.6	9	22*	15*
CC(Oc1ccccc1)C(=O)NC1CC(C)(C)NC(C)(C)C1 (stereo not given)	-2	8	1.1	3	-3	4	-5	-0.6	-5	1.0	2.8
Cc1nnsc1S(=O)(=O)Cc1ccccc1Cl	5	7	-1.2	8	x	12	7	-2.5	-5	-1.9	3.4
O=C(OCC(=O)N1CCCCCC1)c1ccc(Cl)c(S(=O)(=O)N2CCCC2)c1	-1	8	-1.7	-9	-58	10	0	-2.0	1	2.9	6.0
O=C(CSc1nnc(NC(=O)c2ccc(F)cc2F)s1)NC1CC1	1	1	-0.3	-11	0	-7	-7	0.9	-5	1.3	2.3
Cc1cccc(C(CC(=O)NCc2ccco2)c2ccccc2)c1O (stereo not given)	-16	-11	2.2	149	-12	11	-15	-2.2	0	0.4	3.7
CN(CC(=O)NCc1ccco1)CC(=O)Nc1c(Cl)cccc1Cl	2	3	1.6	10	2	-9	4	2.1	3	2.5	1.5
O=c1[nH]c(CSc2nnnn2-c2ccccc2)nc2ccccc12	-2	0	-0.5	-17	1	12	-5	-2.1	-6	1.5	1.7
O=C(CSc1cn[nH]n1)Nc1cccc(C(=O)O)c1	-4	0	-2.1	-2	0	-8	7	1.4	6	4.1	1.4
CC1(C)CC(=O)C=C(NCc2cccnc2)C1	2	-10	-1.1	-9	1	16	-7	-3.0	-5	-0.4	3.5
O=C(O)c1ccc2c(c1)C(c1ccccc1)OC2=O (stereo not given)	-15	-5	-1.1	-11	x	11	8	-2.3	-2	2.8	1.6
Cc1noc(C)c1NC(=O)Nc1ccc2c(c1)C(=O)N([C@H](C)CO)C[C@H](C)[C@H](CN(C)C)O2	-11	-19	-1.2	-10	6	9	1	-1.5	-2	1.1	0.8
COCCn1c(SCC(=O)NC(=O)NC(C)(C)C)nc2ccccc21	7	-17	1.5	7	-7	12	3	-2.3	-7	3.3	-4.2
CN(C)CCn1cnc2c(c1=N)C(c1ccccc1)c1ccc3ccccc3c1O2 (stereo not given)	-5	-9	-4.8	-2	27	-14	0	3.0	3	-1.2	-1.8
O=S(=O)(c1ccc(Cl)cc1)N1CCN(C(=S)NCC2CCCO2)CC1 (stereo not given)	-14	-3	0.1	4	-20	5	0	-0.9	-9	2.5	0.2
COC(=O)[C@H](Cc1ccccc1)N1C/C=C\COc2c(Cl)cc(Cl)cc2S1(=O)=O	5	1	1.1	x	29	-5	0	1.2	1	0.6	0.9

Quoted at random: 2 records from the list, in no set order.
SMILES	HTR5A inv ag	PKA-R1A activ	Ecoli viability	Mot1-301 SUMO	PfHsp90 set2	OPRM1-OPRD1 inv	Tat export inh	OPRM1-OPRD1 ag	PKA-R2B activ	AddAB inh	phage Ecoli inh
O=C(CSc1nnc(NC(=O)c2ccc(F)cc2F)s1)NC1CC1	1	1	-0.3	-11	0	-7	-7	0.9	-5	1.3	2.3
Cc1cccc(C(CC(=O)NCc2ccco2)c2ccccc2)c1O (stereo not given)	-16	-11	2.2	149	-12	11	-15	-2.2	0	0.4	3.7

Source: PubChem
